RXFP1 antagonist – blocks the human relaxin receptor RXFP1; activity change, negative = inhibition, % at 57.5 µM; actives 0.59% (n = 350,000); Q9HBX9; HEK293-RXFP1, relaxin-stimulated cAMP HTRF, 30 min; stronger effect = lower value; AID 1259400;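 active = activity change of -60% or lower, but not beyond a set lower limit; inconclusive = change between -60% and -40%, or beyond the set limit; inactive = change above -40%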; note: % is set by controls: 0 for no effect and ±100 for the full control effect
D2 PAM – positive allosteric modulators of human D2 dopamine receptor | P14416 | AID 485347 | actives 0.34% (n = 340,000) | HEK293 T-REx D2, calcium flux, EC20 dopamine potentiation | potentiation, % at 10 µM;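 active = potentiation over 3 SD above the plate norm, cut at about 30% in these data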; note: 0% is about no effect
Target sequence (P14416 whole entry, looked up): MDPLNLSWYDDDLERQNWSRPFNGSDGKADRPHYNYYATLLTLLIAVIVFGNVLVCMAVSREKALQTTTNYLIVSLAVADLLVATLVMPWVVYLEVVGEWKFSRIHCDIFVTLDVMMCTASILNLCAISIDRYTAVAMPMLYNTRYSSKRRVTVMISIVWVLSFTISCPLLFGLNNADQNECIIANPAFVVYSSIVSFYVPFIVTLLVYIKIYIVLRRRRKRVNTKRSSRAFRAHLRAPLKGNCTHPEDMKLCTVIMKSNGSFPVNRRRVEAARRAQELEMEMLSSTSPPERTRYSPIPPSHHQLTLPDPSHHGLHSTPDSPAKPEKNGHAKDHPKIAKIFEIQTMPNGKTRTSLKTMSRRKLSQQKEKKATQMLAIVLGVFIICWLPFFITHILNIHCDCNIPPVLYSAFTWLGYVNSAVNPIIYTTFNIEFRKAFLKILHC
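Primary screen. Calcium kinetics in induced HEK293 T-REx D2 cells: compound pre-addition 180 s, EC20 dopamine, 180 s more.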
D1 potentiator – human D1 dopamine receptor positive modulation | P21728 | HEK293 TREx D1 cells, calcium flux, dopamine EC20 potentiation | potentiation, % at 10 µM | actives 0.036% (n = 360,000) | AID 504651; in the data active = potentiation above about 30%; note: 0% is about no effect
Vif-A3G inh – Vif-A3G binding inhibition; Q9HC16; HeLa A3G-eYFP + Vif (tagged APOBEC3G with the HIV-1 protein that degrades it), YFP fluorescence, overnight; Potency, µM (highest dose often 46.1 µM), without a hit: at the highest dose activity, negative = active, actives largely listed as inhibitors; actives 0.076% (n = 410,000);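 note: potency is the fitted concentration of half-maximal effect; % is set by controls: 0 for no effect and ±100 for the full control effect; nearly all actives have a fitted effect of over 60% in size; hits raise eYFP signal because A3G escapes Vif-driven loss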
Target sequence (Q9HC16 whole entry, looked up): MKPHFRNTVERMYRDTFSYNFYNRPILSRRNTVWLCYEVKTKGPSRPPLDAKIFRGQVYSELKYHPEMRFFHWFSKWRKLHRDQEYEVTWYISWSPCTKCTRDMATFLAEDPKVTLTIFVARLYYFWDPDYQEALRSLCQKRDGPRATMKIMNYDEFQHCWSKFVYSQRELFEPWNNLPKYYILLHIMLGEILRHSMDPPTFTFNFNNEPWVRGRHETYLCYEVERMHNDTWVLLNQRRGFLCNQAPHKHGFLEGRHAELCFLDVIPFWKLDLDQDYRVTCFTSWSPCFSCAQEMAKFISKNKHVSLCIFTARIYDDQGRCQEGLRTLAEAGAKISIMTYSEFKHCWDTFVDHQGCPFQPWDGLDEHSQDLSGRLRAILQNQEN
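Read-out is eYFP fluorescence (Ex 488/Em 500-530) from Vif-expressing HeLa A3G-eYFP cells; more signal means A3G escaped Vif-mediated degradation. Cells plated overnight, compound pinned in, incubated overnight at 37 deg C.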
D1 agonist – agonists of human D1 dopamine receptor | P21728 | HEK293 T-REx D1 cells, calcium flux, agonist mode | activation, % at 2 µM | actives 1% (n = 360,000) | AID 504660; in the data active = activation above about 30%; note: 0% is about no effect
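Inducible HEK293 T-REx D1 cells, force-coupled to calcium signalling, were plated at 4000 cells/well with tetracycline and held overnight at 30 C. After no-wash calcium dye loading, compound-evoked calcium rise over 180 s flagged agonists.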
Vif-APOBEC3F blk – blocks the Vif interaction with APOBEC3F; HeLa A3F-eYFP + Vif (tagged APOBEC3F with the HIV-1 protein that degrades it), YFP fluorescence increase; Potency, µM (highest dose often 46.1 µM), for inactives: at the top dose activity, negative = active; actives 0.2% (n = 390,000); note: potency is the fitted concentration of half-maximal effect; % of control where 0% means no effect; nearly all actives have a fitted effect of over 65% in size
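Fluorescence increase (Ex 488/Em 500-530) after overnight compound treatment at 37 deg C flags inhibition of Vif-driven A3F-eYFP loss in stable HeLa A3F-eYFP/Vif cells seeded overnight beforehand.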
Glioma ERSR ind – induces the endoplasmic reticulum stress response in human glioma cells; U87-MG GRP78 promoter luciferase reporter, 16 h; Potency, µM, without a hit: at the top dose activation, usual class: activators; actives 0.02% (n = 420,000); note: potency is the fitted concentration of half-maximal effect; series mostly up to about 76 µM; % of control where 0% means no effect; nearly all actives have a fitted effect of over 35% in size
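Stably transfected U87-MG human glioma cells carrying a GRP78-based luminescent sensor were seeded at 1000 cells/well, pin-dosed with compounds and incubated 16 h. Luciferase reagent was then added, and end-point luminescence was read after 10 min at room temperature.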
D1 antagonist – antagonists of human D1 dopamine receptor; actives 3.2% (n = 360,000); HEK293 TREx D1 cells, calcium flux, dopamine EC80; stronger effect = lower value; AID 504652; activity change, negative = inhibition, % at 10 µM; P21728; in the data active = activity change below about -30%; note: % is set by controls: 0 for no effect and ±100 for the full control effect
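Using tetracycline-induced force-coupled D1 Hek293 cells and a calcium dye, signals were followed for 180 s after compound, then for 180 s after EC80 dopamine, to detect inhibitors.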
RXFP1 ag – agonists of human relaxin receptor RXFP1 | HEK293T-RXFP1 cAMP TR-FRET, 30 min; response scale: percent of porcine relaxin response, buffer zero | Potency, µM (series often up to 57.5 µM), for inactives: top-dose activation, actives largely listed as activators | actives 0.3% (n = 370,000); note: potency is the fitted concentration of half-maximal effect; % is set by controls: 0 for no effect and ±100 for the full control effect; nearly all actives have a fitted effect of over 60% in size; many of its hits are not listed in these tables
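Agonist response is measured as cAMP accumulation in an RXFP1-transfected HEK293T line under PDE4 inhibition. Values are scaled between buffer-only and 29 nM porcine relaxin, and EC50s come from standard Hill equation fits.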
Active calls of the source: *; ? = inconclusive; nt = not tested or not shown; & = joins results of further samples. Unless noted, calls come from the whole dose curve; as a rule, active = well fitted curve in the direction sought with a large enough effect; inconclusive = small, poorly fitted or top-dose-only effect, or another doubt; inactive = no such curve, though single readings can be large; an effect the other way counts as inactive or inconclusive. A portion of the library, so the mix of outcomes need not match the whole.

Sample of the layout:
| SMILES | RXFP1 antagonist | D2 PAM | D1 potentiator | Vif-A3G inh | D1 agonist | Vif-APOBEC3F blk | Glioma ERSR ind | D1 antagonist | RXFP1 ag |
| --- | --- | --- | --- | --- | --- | --- | --- | --- | --- |
| CCn1c(SCC(=O)Nc2ccccc2)nc2c(c1=O)SCC2 | 3 | nt | nt | -1% | nt | -2% | -1% | nt | nt |
| CC(=O)c1c(C)[nH]c(C(=O)NCc2ccccn2)c1C | 6 | 0 | -7 | -5% | 0 | 2% | -1% | -11 | 0.4% |

The whole of this part, repeating the preview:
| SMILES | RXFP1 antagonist | D2 PAM | D1 potentiator | Vif-A3G inh | D1 agonist | Vif-APOBEC3F blk | Glioma ERSR ind | D1 antagonist | RXFP1 ag |
| --- | --- | --- | --- | --- | --- | --- | --- | --- | --- |
| CCn1c(SCC(=O)Nc2ccccc2)nc2c(c1=O)SCC2 | 3 | nt | nt | -1% | nt | -2% | -1% | nt | nt |
| CC(=O)c1c(C)[nH]c(C(=O)NCc2ccccn2)c1C | 6 | 0 | -7 | -5% | 0 | 2% | -1% | -11 | 0.4% |
| CNC(=S)N1CCc2sccc2C1C (configuration not stated) | -2 | nt | -2 | -6% | 4 | -2% | 0% | -3 | -0.9% |
| CCC(C)N1C(=O)CCC1C(=O)N1CCN(c2ccccc2F)CC1 (configuration not stated) | 25 | -8 | -2 | 4% | 3 | -6% | -4% | 0 | 1.5% |
| CCOC(=O)c1cnc2cc(Cl)c(OC)cc2c1NCC1CCCO1 (configuration not stated) | 7 | 15 | -3 | 0% | 2 | nt | -4% | -9 | 7.4% |
| Cc1nn(-c2cc(N3CCOCC3)ccc2[N+](=O)[O-])c(=O)c2ccccc12 | 2 | 15 | -1 | 1% | 1 | 0% | -4% | -9 | 0.2% |
| O=C1CC(N2CCC(c3nc4ccccc4o3)CC2)C(=O)N1c1ccc(F)cc1 (configuration not stated) | 3 | 1 | -4 | -1% | 0 | -7% | -6% | 0 | 0.1% |
| COc1cccc(CN(C)CC(=O)Nc2cccc(C(F)(F)F)c2)c1OC | -1 | -8 | -3 | -3% | 12 | -4% | -9% | -6 | -0.5% |
| Cc1ccc(N(CCO)C(=S)Nc2ccccc2)cc1 | 8 | 16 | 2 | -6% | 11 | ? | -5% | 1 | -0.9% |
| CC(=O)Nc1sc(C)c(C)c1CN1CCN(Cc2ccccc2)CC1 | -5 | 9 | 3 | 0% | -1 | -15% | -5% | nt | -0.5% |
| Cc1nn(C)c(C)c1S(=O)(=O)N1CCC(CO)(CC2CCCCO2)CC1 (configuration not stated) | -6 | -5 | -8 | 1% | 1 | -7% | 1% | -29 | 0.2% |
| CCn1c(C)cc2c(c1=O)C(c1ccccc1Br)C(C#N)=C(N)O2 (configuration not stated) | -3 | -3 | -3 | 0% | 3 | 2% | -1% | -13 | 2.1% |
| N/C(=N\OC(=O)c1ccco1)c1cccc([N+](=O)[O-])c1 | -10 | -2 | -2 | -9% | 1 | ? | 5% | -11 | 0.8% |
| COc1ccc(NC(=O)Cn2c(=O)n(Cc3nc(C)no3)c(=O)c3cc4c(cc32)OCO4)cc1 | -9 | 3 | -1 | -1% | 0 | 0% | -3% | -13 | 6.1% |
| O=C(CN1CCN(Cc2ccc3c(c2)OCO3)CC1)Nc1ccc2c(c1)OCO2 | -10 | -1 | -1 | 0% | -2 | -1% | -1% | 5 | -0.7% |
| O=C(NC(=S)Nn1cnnc1)c1ccccc1 | nt | 3 | -7 | -1% | 3 | 7% | -1% | -2 | -0.1% |
| COc1ccc(/C(C)=N/N2C(=O)c3ccccc3NC2c2ccc(O)c(OC)c2)cc1 (configuration not stated) | -15 | -4 | -5 | 1% | 1 | 7% | 5% | -4 | 0.1% |
| O=C(NCCc1csc(-c2cccnc2)n1)c1c(F)cccc1F | 0 | -5 | -9 | 2% | 2 | -18% | -1% | -1 | 5.0% |
| Cc1cc(C(F)(F)F)nn1CC(=O)N1CCCC1 | 0 | 4 | -6 | -1% | 2 | 1% | -2% | 3 | 1.7% |
| CCOc1ccc(CN2C(=O)c3ccccc3Sc3ccc(C(=O)N4CCN(C)CC4)cc32)cc1 | nt | 3 | 8 | ? | 5 | -18% | -3% | -17 | 0.7% |
| O=C(Nc1ccc(S(=O)(=O)NCc2ccccc2)cc1)c1ccccc1[N+](=O)[O-] | 6 | 4 | -7 | 1% | 16 | 2% | -3% | -72* | 2.7% |
| CCN(CC)c1ccc(NC(=O)CCS(=O)(=O)c2cccc3nsnc23)c(C)c1 | -25&4 | 4&-9 | -3&0 | 2%&2% | 3&-2 | 10%&-3% | -3%&-1% | 6&2 | 0.0%&-2.0% |
| Cc1ccccc1Cn1cnc2c([N+](=O)[O-])c(C)c(C)cc21 | -11 | 8 | 3 | 1% | 5 | 4% | -6% | 34 | -2.0% |
| CCOC(=O)c1cccc(NC(=O)CSc2ncc3c(n2)-c2ccc(Cl)cc2N(Cc2ccccc2)S3(=O)=O)c1 | nt | -1 | 0 | 5% | 7 | -10% | -2% | -75* | 32µM* |
| O=C1CCCN1CCCNC(=S)Nc1ccc(Br)cc1Cl | -13 | -2 | -1 | -3% | 1 | 2% | -3% | -8 | 0.3% |
| CN(Cc1ccccc1)c1ccc(-c2nc(-c3ccccn3)no2)cc1[N+](=O)[O-] | nt | 2 | 0 | 7% | 3 | 1% | -1% | 0 | 2.2% |
| Cc1ccc(CNCc2ccc3c(c2)OCO3)c(C)c1 | -14 | 1 | 2 | 0% | 3 | 5% | 2% | 11 | -1.1% |
| CCSc1nnc2n(-c3cccc(C)c3)c(=O)c3c4c(sc3n12)CCCC4 | nt | -7 | -3 | 6% | -1 | -5% | -3% | 0 | -1.1% |
| O=C(N[C@@H](Cc1ccc(O)cc1)C(=O)O)c1cccnc1 | nt | -3 | -5 | -2% | -4 | -1% | -3% | 4 | 0.5% |
| COc1ccc(CNC(=O)c2cc3c(s2)CN(Cc2ccccc2)C3)cc1 | 9 | -21 | -9 | 2% | 6 | -4% | -8% | -24 | -0.4% |
| CCOC(=O)N1CCN(C(=O)COc2ccc3oc4c(c3c2)CCCC4)CC1 | -23 | 4 | 0 | 3% | 0 | 5% | -4% | -2 | 1.8% |
| CC(=O)N1CCCc2cc(S(=O)(=O)N3CCCC(C(=O)N4CCN(c5ccccc5F)CC4)C3)ccc21 (configuration not stated) | -35 | 6 | -4 | 0% | 3 | -9% | -4% | -39* | 0.4% |
| CC(=O)Nc1ccc(-c2cc(-c3ccc(NC(C)=O)cc3)nc(-c3ccc(NC(C)=O)cc3)n2)cc1 | nt | 7 | -10 | 3% | -1 | -2% | -5% | 0 | ? |
| Cc1cc(C)c(S(=O)(=O)Nc2ccc(N(C)C)cc2)c(C)c1-n1cnnn1 | -7 | nt | -1 | 2% | 1 | 7% | -3% | -8 | -3.5% |
| C=CCN1C(=O)/C(=C\c2cccs2)C(C(=O)OC)=C1C | -11 | -4 | 2 | -3% | 1 | -27% | -3% | 6 | -0.2% |
| CC(=O)OCC(=O)Nc1ccc(SC(F)F)cc1 | -28 | 29 | 0 | 2% | 4 | 11% | 0% | -14 | -0.8% |
| COc1cc(CN2CCC(CCC(=O)NC3CC3)CC2)cc(Cl)c1OC | -6 | 5 | -6 | -9% | 1 | -6% | -2% | 15 | -0.8% |
| Fc1ccc(-c2csc(-c3ccc(C4SCCS4)cc3)n2)cc1F | -1 | -2 | 3 | 0% | 4 | -10% | 7% | 13 | 0.0% |
| Cc1cccc(N2CCN(C(=O)Cn3c(=O)c4cccn4c4ccc(F)cc43)CC2C)c1 (configuration not stated) | -12 | -1 | -3 | 6% | 7 | -2% | -2% | 5 | 7.9% |
| CC(C)Nc1nc(Cl)nc(N(C#N)CN2C(=O)c3ccccc3S2(=O)=O)n1 | -16 | 2 | -12 | -9% | 2 | -19% | -3% | -2 | 1.0% |
| Cc1ccc(NC2CC(=O)N(Cc3ccccc3)C2=O)cc1 (configuration not stated) | -8 | 7 | -11 | -2% | 0 | -7% | 1% | -9 | -0.6% |
| COc1ccc(-c2cc3nc(-c4ccccc4)cc(N4CCC5(CC4)OCCO5)n3n2)cc1 | -3 | -4 | -3 | 1% | 0 | 2% | -6% | -24 | 6.6% |
| Cc1c(C(=O)NNC(=O)c2csc(N3CCOCC3)n2)oc2ccc(Br)cc12 | 1 | nt | nt | -1% | nt | -10% | -3% | nt | nt |
| CCCNC(=O)c1ccc(-c2nn(C)c(=O)c3ccccc23)cc1 | 10 | -5 | 1 | -5% | 1 | -1% | 0% | -7 | 3.1% |
| CCOc1cc(N2CCOCC2)c(OCC)cc1NC(=O)COC(=O)c1ccc(OC)c([N+](=O)[O-])c1 | -7 | nt | nt | 2% | nt | -5% | -6% | nt | nt |
| Cc1ccc(C)c(NS(=O)(=O)c2cc(C(=O)NCc3ccncc3)ccc2C)c1 | -13 | 8 | -13 | 1% | 0 | 5% | -5% | -26 | 1.6% |
| COC(=O)C(CCSC)NC(=O)CNS(=O)(=O)c1ccc(Br)cc1 (configuration not stated) | -5 | 3 | -2 | 2% | 4 | -3% | -7% | 3 | 0.5% |
| COc1cccc(CN2CC(C(=O)NCCC3=CCCCC3)CCC2=O)c1 (configuration not stated) | -10 | 2 | -6 | -2% | 1 | 2% | 4% | -5 | -2.5% |
| CSc1ccccc1NC(=O)CN(C)C(=O)c1ccc2c(c1)OCCO2 | -20 | 10 | -2 | 0% | 5 | 13% | -5% | 8 | -2.3% |
| COC1=C(Nc2ccc(OC)cc2)C(=O)c2ccccc2C1=O | -10 | 7 | -3 | -26% | 3 | -1% | 0% | -18 | -2.4% |
| CCOc1ccccc1OCCC(=O)OCC(=O)c1ccc[nH]1 | 3 | -2 | -2 | 3% | 11 | -2% | -4% | 15 | 1.9% |
| Cn1c(=O)c(C(=O)COc2ccc(F)cc2Cl)c(N)n(Cc2ccccc2)c1=O | -13 | 0 | 3 | -9% | 5 | -2% | -3% | 0 | 0.6% |
| O=C(NC(NC(=S)Nc1cc(Cl)ccc1Cl)C(Cl)(Cl)Cl)c1ccco1 (configuration not stated) | 16 | -12 | -7 | 2% | 27 | 1% | -4% | -40* | -0.6% |
| COc1ccc(-c2nc(Cn3c(SCc4cccc(F)c4)nc4ccncc43)c(C)o2)cc1OC | 6 | -1 | 1 | 1% | 3 | -16% | -2% | -10 | 3.9% |
| CC1CCCN(CCCNC(=O)c2cc3c(s2)-c2ccccc2OC3)C1 (configuration not stated) | ? | -1 | -17 | 0% | 13 | 2% | -2% | 2 | 9.9% |

Screening data from PubChem.
